# From PubChem BioAssay
# EPAC2 antagonist: EPAC2 (human) antagonism. Q8WZA2. EPAC2 GEF exchange of Rap1B-BODIPY-GDP, fluorescence. Potency, µM (doses to about 114 µM), inactives show top-dose activity, negative = inhibition, actives largely listed as inhibitors. 360,000 tested, 0.18% active. AID 720708; note: potency is the fitted concentration of half-maximal effect; % is set by controls: 0 for no effect and ±100 for the full control effect; nearly all actives have a fitted effect of over 45% in size; many of its hits are not listed in these tables
# Target sequence (Q8WZA2 whole entry, looked up): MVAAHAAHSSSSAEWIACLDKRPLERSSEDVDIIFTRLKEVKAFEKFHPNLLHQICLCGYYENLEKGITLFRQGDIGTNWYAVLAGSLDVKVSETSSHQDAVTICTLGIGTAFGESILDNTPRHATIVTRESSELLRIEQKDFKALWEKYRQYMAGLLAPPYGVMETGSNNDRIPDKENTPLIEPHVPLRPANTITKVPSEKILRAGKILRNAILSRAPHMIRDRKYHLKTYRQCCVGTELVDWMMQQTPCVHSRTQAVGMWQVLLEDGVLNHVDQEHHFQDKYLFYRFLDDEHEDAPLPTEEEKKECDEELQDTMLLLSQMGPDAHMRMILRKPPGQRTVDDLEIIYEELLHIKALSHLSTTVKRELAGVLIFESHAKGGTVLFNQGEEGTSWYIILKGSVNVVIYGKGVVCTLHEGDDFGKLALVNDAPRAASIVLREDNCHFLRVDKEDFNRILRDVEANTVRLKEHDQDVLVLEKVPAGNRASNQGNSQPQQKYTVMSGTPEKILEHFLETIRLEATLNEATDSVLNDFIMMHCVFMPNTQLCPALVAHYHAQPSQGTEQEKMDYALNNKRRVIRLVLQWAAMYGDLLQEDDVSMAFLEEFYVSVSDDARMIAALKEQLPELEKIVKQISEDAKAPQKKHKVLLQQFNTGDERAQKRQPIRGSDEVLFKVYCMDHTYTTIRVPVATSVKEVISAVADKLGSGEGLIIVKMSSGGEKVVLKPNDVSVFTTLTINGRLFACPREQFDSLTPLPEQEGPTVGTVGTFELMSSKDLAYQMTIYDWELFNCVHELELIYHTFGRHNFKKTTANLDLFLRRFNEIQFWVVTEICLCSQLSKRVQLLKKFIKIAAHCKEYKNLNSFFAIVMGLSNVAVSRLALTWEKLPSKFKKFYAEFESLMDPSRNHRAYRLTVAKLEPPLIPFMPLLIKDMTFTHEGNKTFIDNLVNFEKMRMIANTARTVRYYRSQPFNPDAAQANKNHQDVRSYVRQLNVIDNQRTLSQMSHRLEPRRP
# EPAC1 antagonist: blocks human EPAC1 exchange factor | AID 720709 | 360,000 tested, 0.14% active | EPAC1 GEF assay, Rap1b-BODIPY-GDP exchange fluorescence | O95398 | Potency, µM (titrated, usually from 115 µM), without a hit: at the highest dose activity change, negative = inhibition, actives largely listed as inhibitors;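 note: potency is the fitted concentration of half-maximal effect; plate controls were vehicle for no effect and positive control for full effect; nearly all actives have a fitted effect of over 50% in size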
# WRN inhibitor: blocks human WRN helicase; Q14191; WRN helicase unwinding, fluorescent forked duplex, kinetic; Potency, µM (top dose mostly 114 µM), for the others: at the highest dose activity change, negative = inhibition, most hits filed as inhibitors; 360,000 tested, 0.46% active; AID 651768; note: potency is the fitted concentration of half-maximal effect; % is set by controls: 0 for no effect and ±100 for the full control effect; nearly all actives have a fitted effect of over 55% in size
#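 WRN at 20 nM final preincubated with compound 15 min at room temperature; reaction started with 100 nM fluorophore/quencher forked duplex oligonucleotide and 2 mM ATP final. Unwinding followed kinetically by red fluorescence (ex 525, em 598 nm).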
# PLK1 PBD inh: blocks phosphopeptide binding to human PLK1 polo-box domain; AID 720504; Plk1 PBD binding of FITC phosphopeptide, fluorescence polarization; 360,000 tested, 2.8% active; Potency, µM, without a hit: max response, negative = inhibition, hits mostly inhibitors; note: potency is the fitted concentration of half-maximal effect; series mostly up to about 57 µM; % is set by controls: 0 for no effect and ±100 for the full control effect; nearly all actives have a fitted effect of over 65% in size
# PI5P4Ka inh: PI5P4K alpha (human) kinase inhibition; P48426; PI5P4Kalpha enzyme, ADP-Glo luminescence, 60 min; stronger effect = lower value; max response, %; 330,000 tested, 1.2% active; AID 652105; active = max response of -50% or lower; inconclusive = between -30% and -50%; inactive = -30% or higher; note: value at the top dose of about 77 µM; % is set by controls: 0 for no effect and ±100 for the full control effect
#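 ADP-Glo luminescence end-point after a 60 min room-temperature kinase reaction. PI5P4Kalpha and substrate in HEPES pH 7.4 buffer with EGTA, 0.1% CHAPS and 5% DMSO; ATP at 5 microM final.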
# CCT chaperon mod: cytosolic chaperonin activity modulation; purified chaperonin ATPase assay, HTRF ADP detection, 30 min; activity change, % (concentration not given with the values), hits read low; 360,000 tested, 0.3% active; in the data active = activity change below about -30%; note: % is set by controls: 0 for no effect and ±100 for the full control effect
#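 Enzyme 40 or 20 nM (batch-dependent) in Tris pH 7.4/KCl/MgCl2/DTT; cpd 76 uM single point; ATP 10 uM; 30 min 37 °C; Transcreener ADP HTRF detection, 30 min RT; ratio 665/615.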
# EPAC1 ag: agonists of human EPAC1; AID 720707; O95398; Potency, µM (doses to about 154 µM), for inactives: at the highest dose activation, actives largely listed as activators; 360,000 tested, 0.073% active; EPAC1 agonist qHTS, biochemical assay; response scale: 100% = response to 6.5 mM cAMP; note: potency is the fitted concentration of half-maximal effect; nearly all actives have a fitted effect of over 60% in size
#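 Compounds were pinned as a concentration titration into mixtures of EPAC1 (100 nM), BODIPY-GDP-loaded Rap1B (250 nM) and GDP (50 uM). After 5 min at room temperature, fluorescence was followed for 30 min; activity was scaled to 6.5 mM cAMP.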
# Mm-Cpn inhibitor: blocks the Methanococcus maripaludis chaperonin Mm-Cpn. purified Mm-Cpn ATPase, ADP Transcreener TR-FRET. Potency, µM (series often up to 76.9 µM), without a hit: at the top dose activity, negative = inhibition, most hits filed as inhibitors. 330,000 tested, 0.031% active. AID 504842; note: potency is the fitted concentration of half-maximal effect; % is set by controls: 0 for no effect and ±100 for the full control effect; nearly all actives have a fitted effect of over 80% in size
#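 Inhibition of chaperonin ATP hydrolysis is measured as reduced ADP production, detected by competitive TR-FRET in which signal falls with ADP. Final enzyme 25 nM and ATP 10 uM, reacted 30 min at 37°C.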
# * = called active by the depositor; ? = inconclusive; . = not tested or not shown; [ ] = dose if it differs, or a comment. Unless noted, calls come from the whole dose curve; as a rule, active = well fitted curve in the direction sought with a large enough effect; inconclusive = small, poorly fitted or top-dose-only effect, or another doubt; inactive = no such curve, though single readings can be large; an effect the other way counts as inactive or inconclusive. The list is partial; rates above refer to the full screens.
molecule,Mm-Cpn inhibitor,WRN inhibitor,EPAC1 ag,PI5P4Ka inh,PLK1 PBD inh,EPAC2 antagonist,EPAC1 antagonist,CCT chaperon mod
O=C(CSC1=Nc2ccccc2C2=NC(CC(=O)NCc3ccco3)C(=O)N12)NCC1CCCO1 (stereo not drawn),2%,-4%,12%,4,-12%,-4%,-9%,-0.3
O=C(Nc1ccc(Cl)cc1)c1ccc2sc([C@@H]3O[C@H](CO)[C@@H](O)[C@H]3O)nc2c1,.,4%[57.1 µM],-9%,5,-5%,-14%,-4%,-0.6
O=C(CCN1C(=O)NC2(CCCC2)C1=O)Nc1ccc(Sc2ccc(Br)cc2)cc1,.,2%,9%,14,-16%,-14%,-9%,0.4
O=S(=O)(NCCOc1ccccc1Cl)c1ccc2oc3ccccc3c2c1,.,-8%,6%,13,0%,-9%,-10%,-1.9
Cc1c(NC(=O)C(C)OC(=O)/C=C/c2ccc3c(c2)OCO3)c(=O)n(-c2ccccc2)n1C (stereo not drawn),0%,6%,-2%,-6,1%,3%,7%,-4.2
c1ccc(OCc2nn3c(-c4n[nH]c5c4CCC5)nnc3s2)cc1,1%,-25%,-4%,-1,-7%,-3%,-17%,1.0
C/C(=N\NC(=O)c1sccc1C)c1cccnc1,0%,1%,-3%,2,-8%,0%,7%,-0.1
CCN(CC)C(=O)c1cn(CCC#N)nc1-c1ccc2ccccc2c1,0%,-10%,-7%,-5,-9%,-2%,2%,2.0
CCC1(CC)NC(=O)N(CC(=O)OCC(=O)NC(=O)c2ccc(Cl)cc2)C1=O,1%,-1%,-2%,8,0%,-3%,-10%,-11
O=C1C2C3C=CC(C3)C2C(=O)N1c1ccncc1 (stereo not drawn),3%,1%,-2%,2,-1%,12%,2%,1.0
O=C(COc1ccc2ccccc2c1)NNC(=O)Nc1ccc(F)cc1F,-8%,-32%,5%,-6,-4%,7%,-8%,-0.5
COc1cc(C)c(S(=O)(=O)NOCc2ccc([N+](=O)[O-])cc2)c(C)c1C,0%,-31%,1%,13,-17%,-6%,5%,-0.8
CCOC(=O)/C(C#N)=C/c1ccc(N2CCN(C)CC2)cc1,1%,4%,7%,16,8%,-5%,7%,2.0
CC1(C(=O)NS(=O)(=O)c2ccccc2Cl)CCN1C(=O)CCc1ccccc1 (stereo not drawn),.,0%,-2%,0,-18%,-25%,-8%,-1.0
Cc1ccc(C2=NN(C(=O)CCCC(=O)O)C(c3ccc4c(c3)OCO4)C2)cc1 (stereo not drawn),-6%,-3%,21%,-1,-1%,2%,4%,-1.1
COc1ccc(NC(=O)CCNS(=O)(=O)c2ccc(C)c(C)c2)cc1OC,1%,-1%,-3%,3,-7%,-8%,-28%,-0.3
CCOC(=O)N/N=C\c1ccc(OC(=O)c2ccco2)cc1,1%,-1%,10%,0,?,-7%,9%,-1.6
CCC1(c2ccccc2)NC(=O)N(CC(=O)Nc2ccc(N3CCCC3)cc2C)C1=O (stereo not drawn),-12%,10%,-6%,-9,-7%,-7%,-13%,0.0
CC(C)C(N)c1csc(Nc2ccc(S(C)(=O)=O)cc2)n1 (stereo not drawn),.,-2%[57.1 µM],4%,5,-12%,0%,-9%,0.0
Cc1cccc(C(=O)Nc2ccc(C(=O)N/N=C/c3ccc4c(c3)OCO4)cc2)c1,-1%,7%,-4%,-14,-6%,21%,11%,1.3
O=C(C1CCN(C2CCN(Cc3ccc4c(c3)CCO4)CC2)CC1)N1CCCC1,0%,14%,8%,-2,-17%,0%,4%,-1.6
Cn1c(=O)oc2cc(S(=O)(=O)N3CCC(C(=O)N4CC=C(c5ccccc5)CC4)CC3)ccc21,1%,-2%,-18%,18,-10%,3%,-12%,-5.1
O=C(O)COc1ccc(/C=C2\SC(=Nc3ccccc3)N(c3ccccc3)C2=O)cc1,-3%,5%,-11%,-4,-4%,-17%,-22%,-1.4
CCOc1cccc(-c2nn3c(-c4ccccn4)nnc3s2)c1,-5%,-17%,-1%,.,-4%,-4%,-9%,-13
Cc1cccc(NC(=O)CN2CCN(CC(=O)Nc3cccc(C)c3)CC2)c1,2%,-9%,-5%,.,-2%,-5%,4%,-2.6
O=C(Cc1cccs1)NC1(C(=O)NC2CCCC2)CCCCC1,-1%,-34%[57.1 µM],-7%,2,1%,21%,33%[activator],0.6
c1ccc2c(c1)ccc1nnc(SCc3ccc4c(c3)OCO4)n12,-2%,-4%,-6%,4,-8%,-9%,-23%,0.2
C[C@H]1O[C@H](O[C@H]2[C@H](O[C@@H]3CC[C@@]4(C)C(CC[C@]5(C)C4CC=C4[C@@H]6CC(C)(C)CC[C@]6(C(=O)O[C@@H]6O[C@H](CO)[C@@H](O)[C@H](O)[C@H]6O)CC[C@]45C)C3(C)C)O[C@H](C(=O)O)[C@@H](O)[C@@H]2O)[C@@H](O)[C@@H](O)[C@@H]1O (stereo partly drawn),2%,1%,3%,-14,-8%,-9%,-19%,-0.8
Cc1ccc2c(n1)CC(C)(C)C/C2=N\O,0%,0%,6%,.,-6%,19%,11%,-0.3
COc1ccc(NC(=O)NNC(=O)c2cc3ccccc3cc2O)cc1,-1%,-6%,5%,-2,-1%,-8%,12%,-4.3
CCC(C)NC(=O)c1ccccc1SC (stereo not drawn),-2%,5%,-2%,0,-15%,18%,11%,2.0
COc1ccc(C(=O)Nc2cc(OC)c(Cl)cc2OC)cc1,2%,4%,3%,4,-2%,?,-9%,-4.8
Cc1ccc(S(=O)(=O)NC(C)C(=O)NC(C)c2cccs2)cc1 (stereo not drawn),-1%,-31%,6%,-1,-9%,3%,-29%,-1.4
CCC(=O)NC(c1cccs1)c1cc([N+](=O)[O-])c2cccnc2c1OC (stereo not drawn),1%,.,5%,.,.,-23%,-13%,.
O=C(NCc1ccccc1)C(C1CC1)n1c(-c2cccs2)nc2ccccc21 (stereo not drawn),.,4%,-5%,4,2%,2%,-7%,.
CCCCN1C(=N)N([C@@H](C)CN2CCC[C@H]2CN2C(N)=NC[C@H]2CC(C)C)C[C@H]1Cc1ccccc1,0%,6%,-8%,-4,-13%,0%,0%,-2.5
Cc1cc(C)c2c3c(sc2n1)C(=O)N(c1ccccc1C)CC(=O)N3,-6%,9%,-3%,0,-18%,-3%,-2%,-3.7
Nc1ccc2c(c1)sc1ccccc12,-4%,-30%[57.1 µM],7%,29,-8%,4%,0%,-0.6
CCc1ccc2c(COC(=O)C3CC(=O)N(CCc4ccccc4)C3)cc(=O)oc2c1 (stereo not drawn),-4%,9%,13%,-5,-8%,-4%,0%,-1.2
COc1ccc(CNC(=O)CN(Cc2ccccc2Cl)C(=O)c2csnn2)cc1,0%,2%,-16%,-9,-3%,2%,-25%,0.5
O=C(O)c1cccc(NS(=O)(=O)c2ccc3c4c(cccc24)C(=O)N3)c1,-2%,-22%,5%,-7,-15%,17%,?,-2.6
CCOc1ccc(-n2c(-c3ccco3)nc3c(cnn3-c3ccc(C)cc3)c2=O)cc1,1%,-5%,-9%,1,-7%,-1%,-13%,-3.3
COCCN(CC(=O)Nc1cccc(C)c1C)C(=O)CN1C(=O)NC2(CCCCC2)C1=O,1%,6%,-15%,3,-10%,5%,-2%,0.0
CCCC(=O)Nc1ccc(C)c(O)c1,-2%,1%,8%,-7,-9%,-2%,-7%,-6.0
CN(c1ccccc1)S(=O)(=O)c1ccc(Cl)c(C(=O)NCCc2c[nH]c3ccccc23)c1,0%,-1%,10%,-6,-6%,11%,1%,2.9
FC(F)(F)c1cc(-c2ccco2)nc(NCc2ccco2)n1,-5%,-7%[11.6 µM],9%,?,-17%,-11%,?,1.1
Cc1ccc(NC(=O)C(=O)NCc2ccc(/C=C(/C#N)C(=O)NCc3cccnc3)o2)cc1C,-1%,-2%,-13%,-9,-1%,10%,5%,-0.5
O=S(=O)(c1ccccc1)N1CCC(O)(CSc2ccccc2)CC1,-6%,9%,14%,-1,-20%,-9%,11%,-0.6
Cc1ccc(C2C(C#N)=C3N=C(N)c4ccccc4N3C3=C2C(=O)CCC3)cc1 (stereo not drawn),3%,-7%,1%,0,-1%,?,-9%,-4.2
CN(C)c1ccc(C(=O)NCc2ccc3c(c2)OCO3)cc1,-1%,-1%,2%,0,-5%,?,-11%,0.1
CN(C)/C=N/c1nc2nccc(-c3ccc(Cl)cc3)n2n1,-11%,1%,-2%,3,2%,2%,7%,-0.9
COc1cc(/C=N/NC(=O)CC2(C)OCCCO2)ccc1OCc1ccc(Cl)cc1Cl,1%,-1%,11%,-2,0%,-13%,-12%,-0.5
O=C(CCCc1c[nH]c2ccccc12)N1CCOCC1,1%,3%,15%,-3,-11%,1%,-11%,2.7
O=c1[nH]c2ccc(NS(=O)(=O)c3ccc4ccccc4c3)cc2[nH]1,2%,-1%,8%,-3,3%,-11%,-1%,-0.5
COc1ccc(S(=O)(=O)N2CCNCC2)cc1OC,1%,5%,-2%,6,5%,18%,29%,2.1
C=CCN1C(=O)/C(=C2/Sc3ccccc3N2CCCS(=O)(=O)O)SC1=S,0%,?,-1%,?,11µM*,-14%,-15%,1.0

# Further results
molecule,Mm-Cpn inhibitor,WRN inhibitor,EPAC1 ag,PI5P4Ka inh,PLK1 PBD inh,EPAC2 antagonist,EPAC1 antagonist,CCT chaperon mod
CC(=O)N1CC2(NC(=O)c3ccccc3N2)c2ccccc21 (stereo not drawn),2%,0%,2%,0,0%,7%,-15%,-6.3
COc1ccc(C(=O)/C=C\c2ccc(NC(=O)c3cccs3)cc2)cc1,1%,-2%,14%,.,-2%,-1%,-2%,-0.1
COCCN=C1NN=C(c2ccc(NC(C)=O)cc2)CS1,-1%,-10%,8%,9,?,4%,13%,0.6
O=c1[nH]c(=O)n(Cc2ccco2)c2c1C(C(F)(F)F)(C(F)(F)F)N=C(C1CCCCC1)N2,0%,2%,1%,-26,-1%,12%,14%,0.9
Cn1c(CO)nc2c3ccccc3ccc21,.,-1%,-1%,-3,-2%,3%,13%,1.0
Cc1nnnn1CC(=O)Nc1cccc([N+](=O)[O-])c1,2%,-1%,6%,-3,-6%,28%,2%,-0.2
Cn1nnnc1SCC(=O)N1c2ccccc2Sc2ccccc21,-3%,-2%,0%,6,-1%,-4%,0%,-1.0
